Screens deposited in PubChem by Sanford-Burnham Center for Chemical Genomics.
CXCR6 inh: CXCR6 (human) receptor inhibition | inhibition, % at 20 µM | hit rate 0.36% among 360,000 | CHO-K1 PathHunter CXCR6 beta-arrestin, luminescence | O00574; in the data active means inhibition above about 34%, passing the limit was not always enough;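 further: antagonist mode with CXCL16 agonist at 10 nM final; 0% = 10 nM CXCL16 with DMSO and 100% = unstimulated wells without agonist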
Target sequence (O00574 whole entry, looked up): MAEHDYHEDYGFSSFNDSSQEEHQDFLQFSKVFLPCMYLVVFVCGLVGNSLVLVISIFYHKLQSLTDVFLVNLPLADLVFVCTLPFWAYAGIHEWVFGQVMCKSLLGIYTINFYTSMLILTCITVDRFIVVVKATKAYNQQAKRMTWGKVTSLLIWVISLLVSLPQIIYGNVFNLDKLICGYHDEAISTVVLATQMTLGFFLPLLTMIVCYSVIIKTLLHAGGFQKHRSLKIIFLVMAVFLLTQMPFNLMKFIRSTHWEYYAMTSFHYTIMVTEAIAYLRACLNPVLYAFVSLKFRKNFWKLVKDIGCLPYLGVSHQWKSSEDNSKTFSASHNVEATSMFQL
CCR6 antag: antagonists of human CCR6 receptor; P51684; CHO-K1 CCR6 PathHunter beta-arrestin, luminescence, CCL20-stimulated; inhibition, % at 20 µM; hit rate 0.49% among 340,000; AID 493098;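 active means compounds whose inhibition of the agonist-driven luminescence signal at 20 µM reaches about 50%, limit read from the data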;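 further: cells stimulated with CCL20 at 14 nM final; plate controls were DMSO with CCL20 for no effect and DMSO without agonist for full effect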
Target sequence (P51684 whole entry, looked up): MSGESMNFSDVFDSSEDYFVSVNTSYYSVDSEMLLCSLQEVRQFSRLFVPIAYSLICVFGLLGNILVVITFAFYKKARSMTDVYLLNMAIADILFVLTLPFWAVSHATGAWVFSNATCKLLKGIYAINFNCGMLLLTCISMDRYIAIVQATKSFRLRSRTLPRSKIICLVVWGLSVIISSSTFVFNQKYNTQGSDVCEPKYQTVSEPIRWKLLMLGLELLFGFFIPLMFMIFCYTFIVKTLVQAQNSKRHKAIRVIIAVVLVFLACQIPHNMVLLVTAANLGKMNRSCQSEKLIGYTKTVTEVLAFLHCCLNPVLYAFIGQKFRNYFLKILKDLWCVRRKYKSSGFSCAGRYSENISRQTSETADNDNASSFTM
Jurkat NFkB inh: lowers PMA/ionomycin-induced NF-kB signal in Jurkat cells; PMA/ionomycin-induced NF-kB luciferase reporter, luminescence; inhibition, % at 4 µM; hit rate 0.53% among 330,000; in the data active means inhibition above about 50%
EBI2 block: blocks human EBI2 receptor beta-arrestin signaling | P32249 | EBI2 beta-arrestin recruitment, luminescence, 7a,25-OHC stimulated | inhibition, % at 5 µM | hit rate 0.81% among 360,000; in the data active means inhibition above about 38%;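 further: enzyme fragment complementation signal reports receptor beta-arrestin coupling in cells; 0% = agonist plus DMSO wells and 100% = wells without agonist; some results beyond the cut were filed as inactive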
UBC13 inh: human UBC13 polyubiquitination inhibition | P61088 | UBC13 polyubiquitin chain formation, TR-FRET | inhibition, % at 20 µM | hit rate 0.47% among 330,000 | AID 485273; in the data active means inhibition above about 45%, passing the limit was not always enough
Target sequence (P61088 whole entry, looked up): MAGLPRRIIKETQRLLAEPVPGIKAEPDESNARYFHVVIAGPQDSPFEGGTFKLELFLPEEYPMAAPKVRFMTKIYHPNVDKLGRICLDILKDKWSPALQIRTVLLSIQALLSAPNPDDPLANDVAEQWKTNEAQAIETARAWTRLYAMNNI
Gli-Sufu block: Gli-Sufu pathway antagonism | inhibition, % at 5 µM | hit rate 0.74% among 340,000 | Sufu-KO-LIGHT fibroblasts, Gli luciferase reporter luminescence | AID 588413;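 active means inhibition above about 55%, limit read from the data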;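 further: 0% = DMSO-treated cells and 100% = wells with medium but no cells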
APJ antag: blocks the human apelin receptor APJ; P35414; CHO-K1 APJ beta-arrestin complementation, luminescence; inhibition, % at 20 µM; hit rate 0.32% among 330,000;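 active means inhibition above about 40% at 20 µM, limit read from the data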;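 further: cells challenged with 10 nM apelin-13 agonist together with compound; plate controls were apelin-13 plus DMSO wells for no effect and DMSO wells lacking apelin-13 for full effect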
697 NFkB inh: inhibitors of the PMA/ionomycin-induced NF-kB reporter in 697 B cells | 697 B-cell NF-kB luciferase reporter, 16 h | inhibition, % at 4 µM | hit rate 0.33% among 330,000 | AID 435022; in the data active means inhibition above about 35%
Starred values were filed as active, the others as inactive; x = no result given.

molecule | UBC13 inh | CXCR6 inh | APJ antag | CCR6 antag | 697 NFkB inh | Jurkat NFkB inh | Gli-Sufu block | EBI2 block
COc1ccc(C(=O)Nn2cnc3ccccc3c2=O)cc1[N+](=O)[O-] | 1 | 1 | -15 | 4 | 9 | -16 | 2 | -3
Cc1ccc(C(=O)COC(=O)CCC(=O)Nc2ccccc2Cl)cc1[N+](=O)[O-] | 4 | 17 | 44* | 33 | 19 | 8 | -2 | 12
O=C(CCCCCN1C(=O)c2cccc3cccc(c23)C1=O)NCCCO | 40 | -3 | 18 | 7 | 6 | -5 | -17 | -5
COc1ccc(CN(C)CC2CCCN(CCc3ccc(Cl)cc3)C2)cc1OC (centres undefined) | -4 | -2 | 3 | 17 | -15 | -9 | 25 | -5
CC(NS(=O)(=O)c1ccc(Br)cc1)C(=O)NCc1ccco1 (centres undefined) | -7 | -6 | -23 | 1 | 6 | -2 | 3 | -2
COc1cc(/C=C(\NC(C)=O)C(=O)NC(C)(C)CC(C)(C)C)ccc1OC(C)=O | 0 | 0 | 3 | 2 | 35 | -4 | -4 | 3
CC1CN=C(N(C(=S)Nc2ccccc2)c2cccc(C(F)(F)F)c2)S1 (centres undefined) | 4 | 3 | 14 | -14 | -42 | -13 | -14 | 0
Cc1ccc(C)c(S(=O)(=O)NCc2ccc(C(=O)N3CCC(Cc4ccccc4)CC3)cc2)c1 | 5 | 8 | -4 | 8 | -19 | 17 | -5 | 16
O=C(COc1cccc2c1CCNC2=O)Nc1ccc(F)cc1 | 2 | 2 | 7 | 1 | 19 | 5 | 2 | -4
O=C(NCCSCc1c(F)cccc1Cl)Nc1ccccc1 | 7 | 4 | -4 | 1 | -17 | -27 | 28 | 3
C[C@H](NC(=O)c1ccco1)C(=O)N1CCN(c2ccc(C(F)(F)F)cn2)CC1 | 15 | 7 | 5 | 23 | 5 | 0 | 3 | -12
Cc1ccccc1N/N=C/c1ccc(C#N)cc1 | 8 | 0 | 3 | 25 | -9 | 2 | -13 | -1
c1ccc(N2CCN(c3ncccn3)CC2)cc1 | 3 | 6 | 7 | 34 | -13 | -12 | 3 | 1
COc1ccc(/C=C/S(=O)(=O)NCc2ccccc2)cc1OC | 3 | -2 | 8 | 14 | 6 | -11 | -2 | -7
COc1cc(Br)c(CC(=O)O)cc1OC | 2 | x | -6 | -1 | 6 | 6 | 1 | x
CC(C)C1CC(CCN2CCCCC2)(c2ccccc2)CCO1 (centres undefined) | 10 | -5 | 16 | 4 | 3 | -1 | 16 | -8
CCOc1ccc(C2CC(c3c(O)c4ccccc4oc3=O)=NN2c2ccccc2)cc1OC (centres undefined) | 2 | 2 | 10 | 14 | 2 | -7 | -3 | 11
N#CC1=C(N)SC(N)=C(C#N)C1C1CC=CCC1 (centres undefined) | 28 | 10 | 24 | 12 | 22 | -1 | 9 | 0
Cc1ccc(C(C)C)c(OCc2ccc(-c3nnco3)cc2)c1 | 4 | -6 | 5 | 25 | 0 | 10 | 10 | 17
Cc1ccc(S(=O)(=O)NNC(=O)c2sccc2-n2cccc2)cc1 | 4 | -10 | -7 | -7 | 0 | -7 | 4 | -20
COc1ccc(C(C(=O)NCC2CCCO2)N(C(=O)CNC(=O)c2cccs2)c2ccccc2)cc1OC (centres undefined) | 4 | -4 | 7 | 0 | 17 | 3 | 5 | 15
Cc1c(C)n(CCO)c2ncnc(Nc3ccc(F)cc3)c12 | 8 | -5 | 4 | 3 | -18 | -17 | -29 | -3
CC(C)CC(=O)Nc1nnc(S(=O)(=O)N2c3ccccc3CC2C)s1 (centres undefined) | -16 | 3 | -20 | 6 | 0 | -4 | 4 | -4
COc1ccccc1N1CCN(C(=O)c2cc3cc(C)ccc3[nH]2)CC1 | -1 | -6 | 13 | 6 | -47 | -14 | -1 | 94*
Cc1ccc(S(=O)(=O)NC2(C(F)(F)F)NC(=O)N(Cc3ccccc3)C2=O)cc1 (centres undefined) | -3 | -2 | -48 | 10 | 19 | -1 | -7 | -4
O=C(Nn1c(-c2ccc(F)cc2)nc2ccccc2c1=O)C1CCCCC1 | 10 | -5 | 7 | -4 | 11 | 10 | 8 | 1
CC(C)C(NC(=O)c1c(F)cccc1F)C(=O)N1CCN(c2ncccn2)CC1 (centres undefined) | -78 | 3 | 2 | -3 | 6 | 8 | 4 | -17
CCOc1ccc(NC(=S)NC(=O)c2cnn(CC)c2)c([N+](=O)[O-])c1 | -13 | -20 | -29 | 19 | -27 | 8 | 10 | -22
COc1ccc(CN2C(=O)[C@@H]3C(c4ccccc4Cl)=NO[C@@H]3C2=O)cc1 | 4 | 4 | -15 | -14 | 7 | -11 | 8 | -2
CCc1ccccc1N1CN(Cc2cccnc2)CNC1=S | -5 | 3 | -1 | 0 | -18 | -19 | 3 | -2
CCCc1cc(C(=O)Nc2cccc(Cl)c2)no1 | 9 | -8 | 4 | 8 | -3 | -118 | -11 | -11
Nc1cccc(S(=O)(=O)Nc2ccc(Br)cc2)c1 | -1 | -1 | 2 | 6 | 5 | 5 | 2 | 5
CCn1c(=N)n(CC(O)COc2ccc(C)cc2)c2ccccc21 (centres undefined) | 3 | -2 | 4 | 4 | -13 | -4 | 8 | -3
C/C(=N/NC(=O)c1ccc(Br)o1)c1cccs1 | 0 | 2 | 16 | 6 | -37 | -52 | -73 | 8
C=CCN(C(=O)c1csnn1)C(C(=O)NC1CCCCC1)c1ccccc1 (centres undefined) | 0 | 2 | -25 | 7 | 0 | -5 | 9 | 5
CCc1ccccc1NS(=O)(=O)c1cc2c(cc1C)n(C)c(=O)c(=O)n2C | -3 | 1 | 22 | -9 | 11 | 4 | -10 | 1
Cc1ccc(S(=O)(=O)N2CCCCC2)cc1NS(=O)(=O)c1ccc(Cl)c(C(=O)O)c1 | -7 | 0 | -7 | 2 | 14 | 9 | -6 | 2
Cc1cccc(NC(=O)CSc2nc(=O)n(CCCN3CCOCC3)c3c2CCCC3)c1 | -1 | -2 | 11 | 6 | 9 | -7 | 12 | 4
Cc1ccc(-n2ncc3c2CC(C)(C)CC3NC(=O)Cc2c(C)noc2C)cc1 (centres undefined) | 2 | 4 | 5 | 14 | -21 | 51* | 32 | 7
COc1ccc(NS(=O)(=O)c2ccc3nc(COc4ccc(C#N)cc4)[nH]c3c2)cc1 | 4 | -16 | 5 | -13 | -6 | 5 | 7 | -1
CCS(=O)(=O)N1CCC(C(=O)NCc2cccs2)CC1 | 0 | 6 | 3 | 7 | -1 | 3 | 4 | -6
COc1ccc(S(=O)(=O)N2CCCCC2)cc1NC(=O)C1CSC2(C)CCC(=O)N12 (centres undefined) | -3 | -2 | 11 | 22 | -10 | -11 | 1 | -2
O=C(Nc1cccc(S(=O)(=O)NC2=NCCCCC2)c1)C1COc2ccccc2O1 (centres undefined) | -3 | -10 | 5 | 3 | 0 | 3 | -3 | 1
CCOc1ccc(CNCc2cccnc2)cc1 | -7 | -1 | 7 | 10 | -9 | -8 | 1 | 6
CN(C(=O)COc1ccccc1)c1nnc(-c2cccnc2)s1 | -12 | -7 | 2 | -4 | -10 | -6 | 7 | 2
Cc1ccc(NC(=O)CCn2c(=O)[nH]c3ccsc3c2=O)cc1 | 9 | -9 | 0 | 3 | 21 | 4 | 1 | -14
CCCC(=O)Nc1nc2ccc(OC)cc2s1 | 2 | -1 | 11 | 10 | -113 | -75 | -73 | -4
CCOC(=O)C1CCN(c2ncnc3c2cnn3-c2ccc(OC)cc2)CC1 | 18 | -4 | 16 | 3 | 47* | -4 | 7 | -7
C/C=C/C=C/C(=O)N1CC2(CC(c3cccc(NC(=O)CCCCC)c3)=NO2)C[C@H]1C(N)=O (some centres undefined) | -10 | -5 | 25 | 4 | 15 | 20 | -2 | -3
CCOC(=O)C(CC)/C(C)=N\NC(=O)c1cccc(C)c1 (centres undefined) | 0 | -11 | 4 | -4 | 19 | 9 | 2 | -18
Cc1ccc(CN2CCNC(=O)C2CC(=O)N(C)C2CCCCC2)cc1 (centres undefined) | 1 | 0 | 31 | 4 | -3 | 11 | 24 | -2
O=S1(=O)c2cccc3cccc(c23)N1Cc1ccc(-c2nnco2)cc1 | 3 | -5 | 17 | -11 | -23 | -2 | -3 | -2
[O-]C1=N/[N+](=C/c2ccccc2)CC1 | 0 | 0 | 7 | -7 | 26 | 1 | -6 | -1
Cc1cc(OCc2cc(C(=O)N3CCN(C)C(=O)[C@@H]3C)no2)cc(C)c1Cl | 10 | 0 | -3 | 0 | -19 | 14 | 19 | -1
O=C1CC(C(=O)NCCc2ccccc2)SC(=Nc2ccccc2)N1 (centres undefined) | 3 | 4 | 16 | 2 | 3 | 16 | -3 | 11
Cc1csc(NC(=O)CSc2nnc(-c3ccccn3)n2-c2ccc(C)c(C)c2)n1 | -12 | 5 | -2 | 4 | 5 | -7 | 19 | 16
O=C(CS(=O)(=O)c1c[nH]c2ccccc12)N1CCCc2ccccc21 | -7 | -4 | 2 | 1 | -14 | -1 | -2 | -2
COC1=C(Nc2ccccc2OC)C(=O)c2ccccc2C1=O | -141 | 1 | 0 | 12 | 5 | 15 | 19 | 8
C[C@@H]1C(c2ccccc2)=NN(c2ccccc2)[C@H]1C(=O)N1CCOC1=O | x | 9 | x | 9 | 15 | x | 5 | -1
CC(=O)c1cccc(NC(=O)C2(c3ccccc3)CC2(Cl)Cl)c1 (centres undefined) | 14 | -7 | 11 | 10 | 4 | -4 | -9 | 5

3 compounds from above, reduced to UBC13 inh and 697 NFkB inh:
mol	UBC13 inh	697 NFkB inh
Cc1ccc(NC(=O)CCn2c(=O)[nH]c3ccsc3c2=O)cc1	9	21
CCCc1cc(C(=O)Nc2cccc(Cl)c2)no1	9	-3
[O-]C1=N/[N+](=C/c2ccccc2)CC1	0	26

Later entries:
molecule | UBC13 inh | CXCR6 inh | APJ antag | CCR6 antag | 697 NFkB inh | Jurkat NFkB inh | Gli-Sufu block | EBI2 block
COc1cccc(C2CC(c3ccc(Cl)cc3)n3nc(N)nc3N2)c1 (centres undefined) | 14 | 0 | -68 | 5 | -1 | -2 | -4 | -5
c1ccc(N=Nc2ccc3cccccc2-3)cc1 | -82 | 15 | 22 | 30 | -204 | -96 | -6 | -1
COc1ccc2[nH]c(=O)c(CN(Cc3ccco3)Cc3nnnn3Cc3ccccc3)cc2c1 | -14 | -9 | 12 | 13 | -20 | -2 | -8 | -5
Cc1csc(NC(=O)c2cc(-c3ccncc3)nc3ccccc23)n1 | 8 | 5 | -4 | 5 | -19 | 6 | 3 | 12
FC(F)(F)c1cccc(OCC2CNC(=S)O2)c1 (centres undefined) | 12 | 4 | 6 | -3 | 14 | -8 | 12 | 0
Cn1cc(SCC(=O)NCc2ccc3c(c2)OCO3)c2ccccc21 | 4 | 1 | 8 | 0 | 7 | -1 | -1 | 0
CC1NC(=O)NC1CCCCCC(=O)Nc1ccc(F)c(Cl)c1 (centres undefined) | 2 | -3 | -6 | -3 | -1 | 9 | -17 | 1
C=CCOc1cccc(C2C(C(=O)c3ccco3)=C(O)C(=O)N2Cc2cccnc2)c1 (centres undefined) | -5 | -3 | 11 | 15 | 20 | -2 | 11 | 1
O=C(CSc1nnc(C2CCCCC2)o1)Nc1ccccc1Cl | 0 | 11 | 2 | 10 | -24 | -74 | -14 | -2
O=C(NCCCn1ccnc1)C(=O)NCc1ccc(Cl)cc1 | 8 | -7 | 0 | -39 | 30 | -11 | 12 | -6
CC(C)c1cc(C(C)C)n2nc(N)nc2n1 | 6 | 3 | 5 | 5 | -17 | -25 | -7 | -10
Cc1nn(CC(=O)NC(=O)NC2CCCC(C)C2C)c(=O)c(C#N)c1C (centres undefined) | -3 | 5 | -20 | 8 | 2 | 0 | -3 | -16
